Assay outcomes (PubChem BioAssay)
aSyn yeast rescue: qHTS of alpha-syn Inhibitors: NCGC Sytravon Library Screen. S. cerevisiae alpha-synuclein toxicity rescue, BacTiter-Glo growth, 24 h. Potency, µM (series often up to 46.1 µM), inactives show top-dose growth rescue (activation), usual class: activators. actives 0.02% (n = 94,000). AID 1347070, 2019; active = well fitted activation curve with a large enough effect; inconclusive = small, poorly fitted or top-dose-only effect; also: 0% is about no effect
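Growth restoration measured by BacTiter-Glo luminescence after 24 hr at 30 deg C; alpha-synuclein yeast, raffinose-pregrown to mid-log, were added at OD600=0.02 in galactose medium onto pinned compounds.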
* hit, by the source's call. Potency is read from the fitted curve at half-maximal effect. Not all compounds are listed; count on the stated rates, not on these rows.

Start of the listing, in advance (15 entries):
O=[N+]([O-])c1ccccc1S(=O)(=O)NCCc1ccncc1 was read as aSyn yeast rescue -7%.
`N#CCC(=O)Nc1ccc(C(=O)OCC(=O)NNC(=O)c2cccs2)cc1` gave aSyn yeast rescue 14%.
`CCOC(=O)c1ccc(NC(=O)C2=C(C)C(=O)OC23CCN(C(C)=O)CC3)cc1` gave aSyn yeast rescue 0%.
`Cc1cc(C)cc(-n2nnc(-c3nc(-c4ccccc4F)no3)c2C)c1` gave aSyn yeast rescue inconclusive.
For COc1ccc(CN2C(=O)C(CC(=O)NCc3cccs3)CC(C(=O)N3CCOCC3)=C2C)cc1 (configuration not stated) the results were aSyn yeast rescue -3%.
`CC(=O)Nc1ccc(C(=O)CSc2nnc3ccc4ccccc4n23)cc1` gave aSyn yeast rescue 3%.
COc1ccc(NC(=O)N(C)[C@H]2C[C@H]3c4[nH]c5ccccc5c4CCN3C(=O)[C@H]2[C@H](C)O)cc1 was read as aSyn yeast rescue -7%.
Screening CCOc1ccc(CNCc2c(C(=O)O)c(C)n(Cc3c(F)cccc3Cl)c2C)cc1OC returned aSyn yeast rescue 5%.
For CC(=O)N1CCN(C(=O)c2cc(S(=O)(=O)N(C)c3ccc(F)cc3)ccc2Cl)CC1 the results were aSyn yeast rescue 7%.
For COc1ccc(NC(=O)CSC2=Nc3ccccc3C3=NC(CCC(=O)NC4CCCCC4)C(=O)N23)cc1 (configuration not stated) the results were aSyn yeast rescue 14%.
CCn1cc2nc(SCc3cccc(C(F)(F)F)c3)n(Cc3ccc(C)cc3)c(=O)c2n1 was read as aSyn yeast rescue 8%.
For Cc1ccc(CNC(=O)c2ccc(N3Cc4ccccc4Oc4ncccc43)s2)cc1 the results were aSyn yeast rescue 4%.
`COc1ccc(-c2[nH]ncc2-c2nc(C)cs2)c(O)c1` gave aSyn yeast rescue 6%.
Screening O=C(CNC(=O)c1ccc(Br)o1)NC1CCCCCC1 returned aSyn yeast rescue 3%.
For c1ccc(-c2cc3ncc4c(n3n2)-c2ccccc2OC4)cc1 the results were aSyn yeast rescue -1%.

Results, previewed entries included:
O=[N+]([O-])c1ccccc1S(=O)(=O)NCCc1ccncc1 was read as aSyn yeast rescue -7%.
`N#CCC(=O)Nc1ccc(C(=O)OCC(=O)NNC(=O)c2cccs2)cc1` gave aSyn yeast rescue 14%.
`CCOC(=O)c1ccc(NC(=O)C2=C(C)C(=O)OC23CCN(C(C)=O)CC3)cc1` gave aSyn yeast rescue 0%.
`Cc1cc(C)cc(-n2nnc(-c3nc(-c4ccccc4F)no3)c2C)c1` gave aSyn yeast rescue inconclusive.
For COc1ccc(CN2C(=O)C(CC(=O)NCc3cccs3)CC(C(=O)N3CCOCC3)=C2C)cc1 (configuration not stated) the results were aSyn yeast rescue -3%.
`CC(=O)Nc1ccc(C(=O)CSc2nnc3ccc4ccccc4n23)cc1` gave aSyn yeast rescue 3%.
COc1ccc(NC(=O)N(C)[C@H]2C[C@H]3c4[nH]c5ccccc5c4CCN3C(=O)[C@H]2[C@H](C)O)cc1 was read as aSyn yeast rescue -7%.
Screening CCOc1ccc(CNCc2c(C(=O)O)c(C)n(Cc3c(F)cccc3Cl)c2C)cc1OC returned aSyn yeast rescue 5%.
For CC(=O)N1CCN(C(=O)c2cc(S(=O)(=O)N(C)c3ccc(F)cc3)ccc2Cl)CC1 the results were aSyn yeast rescue 7%.
For COc1ccc(NC(=O)CSC2=Nc3ccccc3C3=NC(CCC(=O)NC4CCCCC4)C(=O)N23)cc1 (configuration not stated) the results were aSyn yeast rescue 14%.
CCn1cc2nc(SCc3cccc(C(F)(F)F)c3)n(Cc3ccc(C)cc3)c(=O)c2n1 was read as aSyn yeast rescue 8%.
For Cc1ccc(CNC(=O)c2ccc(N3Cc4ccccc4Oc4ncccc43)s2)cc1 the results were aSyn yeast rescue 4%.
`COc1ccc(-c2[nH]ncc2-c2nc(C)cs2)c(O)c1` gave aSyn yeast rescue 6%.
Screening O=C(CNC(=O)c1ccc(Br)o1)NC1CCCCCC1 returned aSyn yeast rescue 3%.
For c1ccc(-c2cc3ncc4c(n3n2)-c2ccccc2OC4)cc1 the results were aSyn yeast rescue -1%.
For COCCc1nn2c(=O)cc(COC(=O)c3cccs3)nc2s1 the results were aSyn yeast rescue 3%.
For COc1ccc(C)cc1NC(=O)CN1CCN(S(=O)(=O)c2ccc(Br)cc2)CC1 the results were aSyn yeast rescue -7%.
For NC(=O)NCc1ccccc1Cl the results were aSyn yeast rescue 13%.
`O=C(COc1ccccc1-c1nnc(-c2ccccc2)o1)Nc1ccc(Br)cc1F` gave aSyn yeast rescue -8%.
COc1cccc(-c2nc(CSCC(=O)NCCc3ccc(Cl)cc3)c(C)o2)c1 was read as aSyn yeast rescue -4%.
Screening CCn1c(SCC(=O)N2CCC(C)CC2)nc2c([nH]c3ccccc32)c1=O returned aSyn yeast rescue -3%.
Screening O=C(Nc1cccc(Cl)c1)ON1CCCCC1 returned aSyn yeast rescue 1%.
COc1ccc(N2CCN(C(=O)NCc3noc4ccccc34)CC2)cc1 was read as aSyn yeast rescue 0%.
`Cc1nc2scc(C)n2c(=O)c1S(=O)(=O)Nc1cccc(C(F)(F)F)c1` gave aSyn yeast rescue 11µM*.
For Cc1ccc2c(c1)N(C(=O)CCC(=O)N1CCCCC1)CCO2 the results were aSyn yeast rescue -2%.
`Cc1cc(C)cc(NC(=O)Cn2c(=O)n(-c3cc(C)cc(C)c3)c(=O)c3oc4ccccc4c32)c1` gave aSyn yeast rescue -5%.
Screening ON=Cc1ccnc2ccccc12 returned aSyn yeast rescue 7%.
COc1cc2[nH]c(=O)n(CCCCCC(=O)NC3CCCC3)c(=O)c2cc1OC was read as aSyn yeast rescue 4%.
C[C@H]1CN([C@@H](C)CO)C(=O)CCCn2cc(nn2)CO[C@@H]1CN(C)S(=O)(=O)c1cccs1 was read as aSyn yeast rescue 4%.
Screening O=S(=O)(Nc1ccc(-c2ccc(N3CCCC3)nn2)cc1)c1cc(F)ccc1F returned aSyn yeast rescue -15%.
For CCOCCn1c(SCc2ccc(C)cc2)nc2c1c(=O)[nH]c(=O)n2C the results were aSyn yeast rescue 4%.
`CCOC(=O)C1CCN(CC(=O)Nc2cc(C)c3c(=O)oc4ccccc4c3n2)CC1` gave aSyn yeast rescue 3%.
For CSc1ccc(CNC(=O)CCn2ccc3cc(S(=O)(=O)N4CCCC4)ccc32)cc1 the results were aSyn yeast rescue 7%.
`Cc1ccc(-n2cccn2)c(CN2CCCC(C(=O)c3sccc3C)C2)c1` (configuration not stated) gave aSyn yeast rescue 4%.
Cc1cc(C)c2nc(N3CCCC(C(=O)NCc4ccccc4F)C3)sc2c1 (configuration not stated) was read as aSyn yeast rescue 1%.
`O=C(CN(Cc1ccccc1Cl)C(=O)CCC(=O)Nc1nccs1)NCC1CCCO1` (configuration not stated) gave aSyn yeast rescue 5%.
COc1ccc(-c2nsc(NC(=O)c3oc4cc(C)c(C)cc4c3C)n2)cc1 was read as aSyn yeast rescue -11%.
Screening O=C(CC1C(=O)OCCN1Cc1ccccc1)Nc1cccc(C(F)(F)F)c1 (configuration not stated) returned aSyn yeast rescue 7%.
Screening Cc1ccc2nc(N/C(=N/S(=O)(=O)c3cccs3)c3ccccc3Cl)sc2c1 returned aSyn yeast rescue 5%.
Screening COc1cccc(NC(=O)CSc2nc(-c3ccccc3)nc3c2Cc2cc(Cl)ccc2O3)c1 returned aSyn yeast rescue 2%.
O=S(=O)(c1ccc2ccccc2c1)N1CCCCCC1 was read as aSyn yeast rescue 17%.
For O=C(COC(=O)c1ccc(O)cc1)Nc1ccccc1[N+](=O)[O-] the results were aSyn yeast rescue -5%.
Screening Cc1ccc(CNC(=O)CS(=O)(=O)Cc2nc(-c3ccccc3C)oc2C)cc1 returned aSyn yeast rescue -8%.
`CN1CCN(c2ccc(NC(=O)c3ccc(-c4cccc([N+](=O)[O-])c4)o3)cc2)CC1` gave aSyn yeast rescue -7%.
`Cc1ccc(-n2cccc2/C=C2/NC(=O)N(CC(=O)Nc3cccc(C)c3)C2=O)cc1` gave aSyn yeast rescue -7%.
For CCOC(=O)CN1C(=O)S/C(=C\c2ccc(-c3cccc(C(=O)O)c3C)o2)C1=O the results were aSyn yeast rescue 2%.
CCNc1nc(SCC(=O)Nc2ccc(Cl)c(Cl)c2)nc(N(C)C)n1 was read as aSyn yeast rescue -25%.
`CCOC(=O)c1cc(-c2ccccc2)sc1NC(=O)C(C)OC(=O)c1cccnc1OCC` (configuration not stated) gave aSyn yeast rescue -6%.
COc1ccccc1NC(=O)CN1CCCN(S(=O)(=O)c2ccc(Br)cc2)CC1 was read as aSyn yeast rescue 3%.
Screening O=C(Cn1c(=O)ccc2cc(S(=O)(=O)N3CCCC3)ccc21)NCc1ccc(Cl)cc1 returned aSyn yeast rescue -3%.
For Cc1cccc(C)c1NC(=O)NCCc1c[nH]c2ccccc12 the results were aSyn yeast rescue -5%.
For CCc1ccc(C2C(C(=O)Nc3ccccc3OC)=C(C)Nc3c(C(=O)Nc4ccc(C)cc4)cnn32)cc1 (configuration not stated) the results were aSyn yeast rescue 17%.
`Cc1nc(N2CCN(c3ccccn3)CC2)c2c(C)c(C(=O)Nc3ccccc3F)sc2n1` gave aSyn yeast rescue -11%.
Screening Cc1cc2c(cc1S(=O)(=O)Nc1ccc(OC(F)(F)F)cc1)OCC(=O)N2 returned aSyn yeast rescue -2%.
COc1ccc(Br)cc1Cn1nnc(C(=O)Nc2ccc(C)cc2C)c1N was read as aSyn yeast rescue 8%.
For COc1cc2ccc(C(C)=O)cc2cc1OC the results were aSyn yeast rescue 2%.
`Cc1cc2c(cc1C)NC(CC(=O)Nc1cccc(Cl)c1)C(=O)N2` (configuration not stated) gave aSyn yeast rescue -2%.
Screening Cc1nc2ccn(Cc3cccnc3)c(=O)c2cc1C(=O)N1CCN(c2ccccc2F)CC1 returned aSyn yeast rescue 3%.
For COCCn1c(C)cc(C(=O)COC(=O)Cc2n[nH]c(=O)c3ccccc23)c1C the results were aSyn yeast rescue -13%.
`CC(=O)NC12CC3CC(C1)CC(C(=O)Oc1ccc(N(C)S(=O)(=O)c4cc(C)ccc4C)cc1)(C3)C2` gave aSyn yeast rescue -3%.
O=C(Cn1ncc2c3ccccc3n(Cc3ccc(F)cc3)c2c1=O)NCc1cccs1 was read as aSyn yeast rescue 0%.
For CCOC(=O)c1c(NC(=O)CSc2c[nH]c3ccccc23)sc2c1CCCC2 the results were aSyn yeast rescue 0%.
CC(CCc1ccccc1)NC(=O)Cn1c(=O)nc(-c2ccccc2)c2cc(Cl)ccc21 (configuration not stated) was read as aSyn yeast rescue -8%.
`O=C(CSc1nc2ncccc2o1)Nc1cccc(C(F)(F)F)c1` gave aSyn yeast rescue -9%.
`Cc1ccc(S(=O)(=O)c2[nH]c(-c3ccccc3)nc2SCC(N)=O)cc1` gave aSyn yeast rescue -3%.
CCC(C(=O)O)N1C(=O)/C(=C/C(C)=C/c2ccccc2)SC1=S (configuration not stated) was read as aSyn yeast rescue -26%.
Screening COc1ccccc1CNC(=O)CCCCn1c(=O)c2ccccc2n(CC(=O)Nc2cc(Cl)ccc2C)c1=O returned aSyn yeast rescue -2%.
`Cc1cc(/C=C(\C#N)C(=O)NCc2cccs2)c(C)[nH]1` gave aSyn yeast rescue 2%.
For O=C(CCn1c(=O)c2cccn2c2ccc(F)cc21)NCc1ccccc1F the results were aSyn yeast rescue 8%.
Screening Cc1c(Cl)cccc1NC(=O)CNC(=O)CCCc1nc2ccccc2c(=O)[nH]1 returned aSyn yeast rescue -4%.
CN1C(=O)C(C)(C)c2cc(S(=O)(=O)N3CCN(c4ccccc4F)CC3)ccc21 was read as aSyn yeast rescue 1%.
Screening COc1cccc(CNC(=O)CCS(=O)(=O)c2ccc3c(c2)oc(=O)n3C)c1 returned aSyn yeast rescue 5%.
O=C(CNCc1ccco1)Nc1cccc(S(=O)(=O)N2CCCCC2)c1 was read as aSyn yeast rescue -6%.
Cc1cn2c(=O)cc(COC(=O)c3ccc(NC(=O)c4ccccc4C)cc3)nc2s1 was read as aSyn yeast rescue 1%.
For Cc1ccc(Cl)cc1N1CCN(C(=O)c2cccn2-c2nnc(N3CCCCC3)s2)CC1 the results were aSyn yeast rescue -28%.
For Cc1ccc(NC(=O)C2CC(=O)N(c3ccc4c(c3)OCCO4)C2)cc1S(=O)(=O)N1CCCCCC1 (configuration not stated) the results were aSyn yeast rescue 7%.
COc1cccc(C(=O)N2c3ccc(C)cc3C(C)(c3ccccc3)CC2(C)C)c1 (configuration not stated) was read as aSyn yeast rescue 4%.
`Cc1ccc(NC(=O)N2CCN(Cc3nc4ccc(C)cc4o3)CC2)cc1` gave aSyn yeast rescue 8%.
Screening O=[N+]([O-])c1ccc2c([N+](=O)[O-])ccc3c2c1CC3 returned aSyn yeast rescue 8%.
For O=C(CCc1nnc2n(Cc3ccccc3Cl)c(=O)c3ccccc3n12)Nc1ccc(F)cc1 the results were aSyn yeast rescue 2%.
O=c1[nH]c2cc(Cl)cc([N+](=O)[O-])c2c2ccc(Cl)cc12 was read as aSyn yeast rescue -3%.
For CC1(c2ccc(Cl)cc2)NC(=O)N(CC(=O)Nc2ccc(F)cc2)C1=O (configuration not stated) the results were aSyn yeast rescue 1%.
For COc1ccc(-c2cc3ccc(O)c(CN4CCCC(C)C4)c3oc2=O)cc1OC (configuration not stated) the results were aSyn yeast rescue -8%.
For CCOC(=O)c1c(C)[nH]c(C(=O)COC(=O)COc2ccccc2C=O)c1C the results were aSyn yeast rescue 8%.
`COc1ccc(-c2cc(C(F)F)n3ncc(C(=O)Nc4c(C)n(C)n(-c5ccccc5)c4=O)c3n2)cc1` gave aSyn yeast rescue 8%.
CC1CCN(c2ccc(-c3cccc(NS(=O)(=O)c4ccc(Cl)s4)c3)nn2)CC1 was read as aSyn yeast rescue 9%.
CCC(=O)Nc1ccccc1-c1nc2ccccc2n(C(CC)C(=O)Nc2cccc(C(C)=O)c2)c1=O (configuration not stated) was read as aSyn yeast rescue -15%.
Screening Cc1ccc(-n2ncc3c(NCCc4ccc(S(N)(=O)=O)cc4)ncnc32)cc1 returned aSyn yeast rescue 4%.
